# Compound activity (PubChem BioAssay)
# BRCA1 expr up – qHTS Assay to Identify Small Molecule Activators of BRCA1 Expression; MCF7-BRCA1-FFLuc reporter, luminescence, 48 h; response scale: scaled: vehicle 0%, 10 µM genistein 100%; Potency, µM (titrated, usually from 46.1 µM), without a hit: at the top dose activation, usual class: activators; actives 1.1% (n = 380,000); AID 624202, 2012; note: nearly all actives have a fitted effect of over 80% in size; some results filed as inactive show a strong effect at the top dose
#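 Using MCF7 cells harboring a BRCA1 firefly luciferase reporter, plated 2 h before compound pinning, the screen measured luminescence after 48 h incubation. Responses were normalized to DMSO and 10 microM genistein, then fitted for concentration-effect.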
# uPA generation – qHTS for Inhibitors of Cell Surface uPA Generation; cell surface uPA generation assay, qHTS; Potency, µM (titrated, usually from 38.3 µM), without a hit: at the highest dose activity change, negative = inhibition, usual class: inhibitors; actives 0.31% (n = 330,000); AID 540303, 2011; active = well fitted inhibition curve with a large enough effect; inconclusive = small, poorly fitted or top-dose-only effect; inactive = no such curve, though single readings can be large or run the other way; tested in mouse RAW 264.7 cells; note: % is set by controls: 0 for no effect and ±100 for the full control effect; nearly all actives have a fitted effect of over 55% in size
# NPC1 promoter act – qHTS Assay for NPC1 Promoter Activators | Huh7 NPC1 promoter luciferase reporter, 24 h | Potency, µM (top dose mostly 9.22 µM), for the others: at the top dose activation, actives largely listed as activators | actives 2.4% (n = 320,000);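 note: % of control where 0% means no effect; nearly all actives have a fitted effect of over 60% in size; reporter is driven by a mutant NPC1 promoter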
#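 Huh7 reporter cells (NPC1 promoter driving luciferase) are dosed with compound for 24 h at 37 °C, 5% CO2; luciferase detection reagent is then added and luminescence measured after 10 min at ambient temperature.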
# Gal4-VP16 FLuc – VP16 counterscreen qHTS for inhibitors of ROR gamma transcriptional activity. Drosophila S2 Gal4-VP16 UAS-luciferase, luminescence, 20 h. Potency, µM (series often up to 53.6 µM), for inactives: at the top dose activity, negative = inhibition, usual class: inhibitors. actives 3.5% (n = 310,000). AID 2546, 2010;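 note: Gal4-VP16 expression switched on by copper sulfate through the metallothionein promoter; % is set by controls: 0 for no effect and ±100 for the full control effect; nearly all actives have a fitted effect of over 50% in size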
# RORgamma inh – qHTS for inhibitors of ROR gamma transcriptional activity; Nuclear receptor ROR-gamma (Mus musculus), P51450; Drosophila S2 Gal4-RORgamma UAS-luciferase reporter, 20 h; Potency, µM (doses to about 53.6 µM), for inactives: at the top dose activity change, negative = inhibition, hits mostly inhibitors; actives 5.4% (n = 310,000); note: % is set by controls: 0 for no effect and ±100 for the full control effect; nearly all actives have a fitted effect of over 60% in size
#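 Luminescence from a UAS-regulated Photinus luciferase reporter in stably transfected Drosophila Schneider cells is measured; decreased signal marks ROR gamma inhibition. Fusion expression is induced by 700 uM copper sulfate for 20 hr.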
# CXXC DNA block – qHTS Fluorescence Polarization Assay for Inhibitors of MLL CXXC domain - DNA interaction; Histone-lysine N-methyltransferase 2A (Homo sapiens), Q03164; MLL-CXXC / FITC-HOXA9 DNA fluorescence polarization; Potency, µM (titrated, usually from 115 µM), for inactives: at the top dose activity change, negative = inhibition, hits mostly inhibitors; actives 0.037% (n = 290,000); AID 2662, 2010; active = well fitted inhibition curve with a large enough effect in the polarisation, with a control signal flat, not every such curve was filed as active; inconclusive = small, poorly fitted or top-dose-only effect, or effect the other way, or a change in a side signal; inactive = no such curve, though single readings can be large or run the other way; the % refers to the polarisation
#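 Purified MLL-CXXC (added from a 7 uM solution) was preincubated 5 min at ambient with pinned compounds in 50 mM Tris-HCl pH 7.5, 50 mM NaCl, 1 mM DTT, 0.05% BSA. Fluorescein-labeled HOX-A9 DNA (50 nM solution) followed, 30 min, then polarization read.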
# FLuc modulator – qHTS profiling assay for firefly luciferase inhibitor/activator using purifed enzyme and Km concentrations of substrates (counterscreen for miR-21 project). purified FLuc, Km substrates, luminescence inhibition. actives 6.9% (n = 360,000). Potency, µM (top dose mostly 57.5 µM), for inactives: at the top dose activity change, negative = inhibition, actives largely listed as inhibitors;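 note: plate controls were vehicle for no effect and reference inhibitor for full effect; nearly all actives have a fitted effect of over 55% in size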
# Target sequence (P08659 whole entry, looked up): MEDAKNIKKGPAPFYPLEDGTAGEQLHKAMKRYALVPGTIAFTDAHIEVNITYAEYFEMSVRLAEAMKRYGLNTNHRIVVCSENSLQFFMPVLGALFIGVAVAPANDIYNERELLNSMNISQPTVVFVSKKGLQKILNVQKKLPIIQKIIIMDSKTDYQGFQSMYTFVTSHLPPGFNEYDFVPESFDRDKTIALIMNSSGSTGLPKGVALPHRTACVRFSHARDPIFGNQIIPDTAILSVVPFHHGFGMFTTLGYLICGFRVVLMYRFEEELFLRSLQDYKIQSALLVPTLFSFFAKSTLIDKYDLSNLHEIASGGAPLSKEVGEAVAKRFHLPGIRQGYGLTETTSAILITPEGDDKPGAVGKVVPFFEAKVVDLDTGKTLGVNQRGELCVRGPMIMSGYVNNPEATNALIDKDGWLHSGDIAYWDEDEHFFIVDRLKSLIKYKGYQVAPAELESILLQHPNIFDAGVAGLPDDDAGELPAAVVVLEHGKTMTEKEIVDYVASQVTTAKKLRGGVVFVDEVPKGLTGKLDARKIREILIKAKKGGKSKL
#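 Purified P. pyralis luciferase (10nM final) with 10uM D-luciferin and 10uM ATP (Km levels) in 50mM Tris acetate pH 7.5, 10mM Mg acetate, 0.01% Tween-20, 0.05% BSA; qHTS 6-point titration, ~60 µM downward; luminescence read.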
# p53 reactivation – qHTS assay for re-activators of p53 using a Luc reporter. actives 0.063% (n = 320,000). AID 504706, 2011. H1299 p53-A138V BP100-luciferase reporter, luminescence, 24 h. Potency, µM (series often up to 92.2 µM), inactives show at the top dose activity change, positive = activation, most hits filed as activators; note: % of control where 0% means no effect; nearly all actives have a fitted effect of over 45% in size
#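 p53-null H1299 cells stably carrying temperature-sensitive p53-A138V and a BP100-luciferase reporter were pinned with compounds (4-point, 1:5 series) and held 24 hrs at 37 deg C. Luminescence was read 10 min after detection reagent.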
# ELG1 genotoxic – qHTS screen for small molecules that induce genotoxicity in human embryonic kidney (HEK293T) cells expressing luciferase-tagged ELG1. HEK293T ELG1-luciferase reporter, luminescence, 16 h. actives 1.3% (n = 330,000). Potency, µM (titrated, usually from 46 µM), for the others: at the top dose activity change, positive = activation, usual class: activators; note: % of control where 0% means no effect; nearly all actives have a fitted effect of over 60% in size
#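 HEK293T cells expressing luciferase-tagged ELG1 were treated with compound or DMSO for 16 hr at 37°C. Luciferase activity was then read after 30 min with ONE-Glo at room temperature; rising signal flags genetic stress.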
# MBNL1 CUG block – qHTS Assay for Inhibitors of MBNL1-poly(CUG) RNA binding; actives 0.036% (n = 280,000); Muscleblind-like protein 1 (Homo sapiens), Q9NR56; Potency, µM (doses to about 57.5 µM), for the others: at the highest dose activity change, negative = inhibition, usual class: inhibitors; AID 2675, 2010; TR-FRET MBNL1-His/biotin-(CUG)12 binding, 665/545 ratio; active = well fitted inhibition curve with a large enough effect in the signal ratio, with a control signal flat, not every such curve was filed as active; inconclusive = small, poorly fitted or top-dose-only effect, or effect the other way, or a change in a side signal; inactive = no such curve, though single readings can be large or run the other way; the % refers to the signal ratio; note: % is set by controls: 0 for no effect and ±100 for the full control effect
# Target sequence (Q9NR56 whole entry, looked up): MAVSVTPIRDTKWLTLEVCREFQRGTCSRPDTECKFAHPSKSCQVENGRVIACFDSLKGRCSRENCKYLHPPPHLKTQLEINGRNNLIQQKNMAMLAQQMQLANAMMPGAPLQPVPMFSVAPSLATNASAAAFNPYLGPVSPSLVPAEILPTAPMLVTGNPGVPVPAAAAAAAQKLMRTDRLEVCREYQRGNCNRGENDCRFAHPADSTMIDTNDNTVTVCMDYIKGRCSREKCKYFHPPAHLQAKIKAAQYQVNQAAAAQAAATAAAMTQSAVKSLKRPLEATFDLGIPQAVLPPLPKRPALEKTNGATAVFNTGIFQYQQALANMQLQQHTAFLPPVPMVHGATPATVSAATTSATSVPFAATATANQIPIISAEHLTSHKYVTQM
#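 Inhibition of protein-RNA binding appears as loss of TR-FRET between terbium anti-His antibody on MBNL1-His and streptavidin-XL665 on biotin-(CUG)12. Activity is normalized to buffer-only and uninhibited-complex controls.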
# Rab9 prom act – qHTS Assay for Rab9 Promoter Activators | Potency, µM (highest dose often 9.22 µM), for inactives: at the top dose activation, negative = inhibition, most hits filed as activators | Huh7 Rab9 promoter-luciferase reporter, luminescence, 24 h | actives 2.8% (n = 320,000); note: % of control where 0% means no effect; nearly all actives have a fitted effect of over 60% in size
#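 Luminescence from Amplite-detected luciferase (10 minutes, ambient) reports Rab9 promoter activation. Before that, stable Rab9-luciferase Huh7 cells (1500/well, reduced-serum OP-MEM I plus 10% FBS) were exposed to compound for 24 hours at 37C.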
# * = called active by the depositor; u = inconclusive; x = no result given; & = joins results of further samples; [ ] = dose if it differs, or a comment. Unless noted, calls come from the whole dose curve; as a rule, active = well fitted curve in the direction sought with a large enough effect; inconclusive = small, poorly fitted or top-dose-only effect, or another doubt; inactive = no such curve, though single readings can be large; an effect the other way counts as inactive or inconclusive. Potency is the fitted concentration of half-maximal effect. The list is partial; rates above refer to the full screens.
# Values in the order – BRCA1 expr up	uPA generation	NPC1 promoter act	Gal4-VP16 FLuc	RORgamma inh	CXXC DNA block	FLuc modulator	p53 reactivation	ELG1 genotoxic	MBNL1 CUG block	Rab9 prom act
> COc1ccc(C)cc1NC(=O)CN1CCN(c2ccccc2F)CC1
  -29%	-8%	-3%	1%	0%	3%	6%	0%	-3%	1%	-1%
> O=C(CSCC(=O)c1ccccc1)Nc1ccccc1Cl
  1%	3%	-3%	-13%	0%	90%[activator]	-15%	12%	1%	-6%	-24%
> COc1cc(Cl)c([C@@H]2C[C@H]3CN(c4ccccc4)C(=O)[C@]34CCCN24)cc1OC
  -2%	9%	-2%	-20%	-4%	-2%	0%	2%	-2%	0%	-3%
> O=C(CSc1nc(-c2ccco2)cc(C(F)(F)F)n1)NCC1CCCO1 (configuration not stated)
  3%	-4%	-2%	7%	-2%	10%	3%	-2%	0%	-14%	-5%
> O=C(NCCO)c1cc2ccccc2cc1O
  3%	x	2%&-1%	-4%&-2%	5%&-3%	-4%&-2%	-14%	0%&3%	-3%&-6%	14%&13%	1%&6%
> COc1ccc(OCCSc2nc(-c3ccccc3)cc(=O)[nH]2)cc1
  -13%	4%	6%	-4%	-1%	0%	-1%	-4%	0%	-9%	-3%
> CC(C)=C(NC(=O)c1ccccc1Br)C(=O)NCCc1nc2ccccc2[nH]1
  21%	6%	1%	9%	10%	-1%	u	6%	-1%	3%	5%
> Cc1nc2cc(NC(=O)Nc3ccccc3Cl)ccc2n1C
  -13%	-14%	0.089µM*	11µM*	5µM*	20%	0.38µM*	-1%	0.92µM*	-18%	0.89µM*
> O=[N+]([O-])c1ccc(N(CC(O)CN2CCCCC2)S(=O)(=O)c2ccccc2)cc1 (configuration not stated)
  2%	0%	-1%	14%	-8%	8%	3%	-2%	-4%	u	-1%
> Cn1c(=O)c2c(ncn2CC(N)=O)n(C)c1=O
  8%	-1%	-3%	-8%	-4%	-1%	-1%	2%	0%	-6%	2%
> COc1ccc(CCNC(=O)c2nnn(CC(=O)Nc3ccccc3)c2N)cc1OC
  0%	3%	-7%	2%	8%	-2%	1%	0%	-2%	-10%	-1%
> CCCN1C(=O)/C(=C/c2ccc(N3CCOCC3)cc2)NC1=S
  -3%	-20%	0%	7.9µM*	4µM*	u	u	1%	-4%	u	1%
> Cc1ccc(C(=O)Nc2ncc(Cc3ccccc3)s2)o1
  u	-8%	1.4µM*	u	11µM*	2%	0.95µM*	u	u	-3%	3.2µM*
> Cc1ccc(NC(=O)CCc2nc3ccccc3c(=O)[nH]2)cc1S(=O)(=O)N1CCOCC1
  -22%	1%	-4%	x	x	x	8%	-7%	-1%	x	-2%
> CCOc1ccc(NC(=S)N2CCC(C(N)=O)CC2)cc1
  8%	-3%	-3%	-13%	12%	1%	4%	-1%	0%	7%	0%
> COCc1ccc(CN2CCCC(CO)(Cc3cccc(Cl)c3)C2)o1 (configuration not stated)
  0%	2%	-5%	3%	14%	-4%	-2%	6%	-4%	7%	-1%
> CCn1c(SC(=O)NC2CCCCC2)nnc1-c1cccs1
  72%	-3%	17%	u	7.9µM*	5%	-12%	11%	6%	u	u
> COc1ccccc1CNCC(O)(c1ccc(F)cc1)c1ccc(F)cc1
  -26%	15%	-6%	-6%	23%	-4%	-2%	-7%	-11%	-7%	-8%
> CC(C)NC(=O)NC(=O)COC(=O)/C=C/c1ccc2c(c1)OCO2
  -22%	-2%	-2%	-15%	u	-20%	-6%	3%	5%	14%	2%
> CC1=Nc2cc(C(=O)NCCCN3CCN(C)CC3)ccc2Sc2ccc(C)cc21
  -23%	-6%	1%	-2%	5%	2%	3%	13%	-1%	0%	-6%

# Following part:
# Values in the order – BRCA1 expr up	uPA generation	NPC1 promoter act	Gal4-VP16 FLuc	RORgamma inh	CXXC DNA block	FLuc modulator	p53 reactivation	ELG1 genotoxic	MBNL1 CUG block	Rab9 prom act
> CN(C)c1ccc(/C=N\NC(=O)c2ccc(Cn3cc(Cl)cn3)cc2)cc1
  -50%	-6%	0%	u	u	1%	12µM*	17%	-3%	52%[activator]	2%
> COc1ccc(NC(C)=O)cc1S(=O)(=O)NC(Cc1ccccc1)C(=O)NCc1ccccc1C (configuration not stated)
  6%	2%	13%	22%	0%	-2%	u	0%	6%	-1%	-2%
> COc1ccc(/C=N/NC(=O)c2ccc(CN3C(=O)c4cccc5cccc3c45)cc2)cc1O
  -31%	-12%	-4%	-4%	40%	3%	u	3%	-1%	25%	-8%
> Cc1ccc(CN2CCNC(=O)C2CC(=O)NC2CCCCCC2)o1 (configuration not stated)
  2%	1%	0%	4%	-12%	-8%	0%	0%	2%	-15%	-8%
> CCOc1cc(C)c(S(=O)(=O)NCCCn2ccnc2)cc1C
  -2%	-20%	-2%	3%	6%[1.91 µM]	15%	2%	x	-3%	-9%	-8%
> O=C(c1ccco1)N1CCN(C(=O)C2CCCN(S(=O)(=O)Cc3ccccc3)C2)CC1 (configuration not stated)
  4%	3%	-2%	4%	-2%	4%	3%	4%	1%	-2%	-3%
> NC(=O)CN1C(=O)NC2(CCCc3ccccc32)C1=O (configuration not stated)
  8%	-1%	0%	u	2%	5%	1%	-7%	8%	19%	3%
> COc1ccc2c(c1)C(=O)CC(c1ccc(OC)c(OC)c1)O2 (configuration not stated)
  0%	u	-4%	-7%	2%[1.91 µM]	1%	4%	x	-3%	7%	0%
> COc1ccccc1N1CCN(CCCCCCOc2ccc(F)cc2)CC1
  -26%	-3%	-3%	2%	-8%	-2%	-1%	7%	-3%	-6%	-11%
> COc1ccc(NC(=S)NCc2ccc(F)cc2)cc1
  8%	7%	-1%	u	7.9µM*	-2%	-6%	0%	0%	1%	3%[1.84 µM]
> CCCn1nc(NC(=O)CC)c2cc3cccc(C)c3nc21
  -17%	u	0%	2%	-18%	15%	-2%	-8%	-6%	8%	-3%
> O=C(Nc1cc([N+](=O)[O-])ccc1C(=O)NCCN1CCOCC1)c1ccccc1
  -14%	21%	1%	-1%	-12%	7%	5%	6%	4%	u	-2%
> CCC(C)[C@H](NC(=O)N1CCCC1)C(=O)OC (some centres not stated)
  4%	x	-1%	-11%	12%	18%	0%	-4%	0%	-9%	-4%
> CCC(=O)c1ccc(OCC(O)CN2CCN(S(=O)(=O)c3ccc(NC(C)=O)cc3)CC2)cc1 (configuration not stated)
  3%	4%	1%	2%	45%	-9%	0%	x	-6%	-4%	3%
> Cc1cccc(-n2cc(CN3CCN(c4ccccn4)CC3)c(-c3cccc(F)c3)n2)c1
  3%	11%	-1%	6%	3%	5%	u	4%	-4%	6%	-4%
> CC1(C)CC(=O)C(C=NCCc2ccc(O)cc2)=C(O)C1
  -7%	1%	6%	-9%	6%	-9%	2%	4%	-3%	1%	7%
> O=C(NCC1c2ccccc2CCN1C(=O)CN1C(=O)c2ccccc2C1=O)C1CCCCC1 (configuration not stated)
  -9%	-2%	-2%	3%	15%	-7%	1%	3%	2%	7%	14%
> CCOc1ccc(S(=O)(=O)N/N=C(\C)c2ccc(Cl)c(Cl)c2Cl)cc1
  -59%	2%	0%	u	u	-5%	0%	2%	-2%	-7%	-1%
> CCOC(=O)c1sc2ncnc(Nc3cccc(C(=O)O)c3)c2c1C
  -12%	11%	6%	6%	17%	-25%	-17%	-2%	3%	21%	12%
> O=C(CSc1ccc(-c2cccs2)nn1)c1cccs1
  11µM*	-3%	u	u	22%	-1%	u	22%	u	47%[activator]	u
> COc1ccc(NC(=O)Cn2nnc(C(=O)NCc3ccco3)c2N)c(OC)c1
  -19%&0%	-6%	-4%	-1%	-11%	-10%	-6%&-2%	4%	0%	6%	-4%
> COc1nc(N)c(S(=O)(=O)c2ccccc2C)cc1C#N
  3%	x	2%	u	36%	6%	1%	2%	1%	1%	-2%
> CCOc1ccc(-n2c(-c3ccc(Cl)cc3)c[n+]3c2SCC3)cc1
  -20%	-9%	-16%	u	22%	1%	0%	-3%	-5%	-6%	-13%
